bovine MsrA act: activators of bovine methionine sulfoxide reductase A | purified bovine MsrA, absorbance read-out | activation, % at 10.6 µM | 360,000 tested, 0.3% active; in the data active = activation above about 7.5%;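 also: 0% = vehicle and 100% = reference activator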
SKN-1 block: C. elegans SKN-1 inhibition | AID 624304 | 360,000 tested, 0.49% active | C. elegans VP596 Pgst-4::GFP/RFP ratio, acrylamide-induced, 24 h | inhibition, % at 21.8 µM;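 active = interference check ratio from 0.5 to 1.5 plus GFP to RFP signal ratio inhibition reaching or exceeding a fixed threshold, cut at about 30% in these data, passing the limit was not always enough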; also: some compounds called inactive have numbers as strong as hits
Neddylation inh: inhibitors of human cullin neddylation; P61081+Q13564; AID 651699; 360,000 tested, 0.58% active; TR-FRET cullin neddylation, biochemical; calls only at 25 µM; in the data active = inhibition above about 36%
MT1-MMP act inh: MT1-MMP (human) activation inhibition; HT1080 RFP-PRO-GFP cells, GFP/RFP ratio fluorescence, overnight; percent of plate control window, DMSO zero; AID 651647; GFP/RFP ratio change, % at 20 µM; 360,000 tested, 0.061% active;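 active = GFP/RFP ratio change of at least 30% with cell ATP level not reduced by more than half and red fluorescence within 50% of control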; also: strong numbers were not always called active
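Assay system: HT1080 RFP-PRO-GFP cells | Dosing: 20 µM single dose, 1% DMSO | Incubation: Cells overnight before dosing, compound overnight, 37 °C, 5% CO2 | Evaluation: GFP/RFP fluorescence ratio | Control set: DMSO-only wells and HT1080 RFP-L50D-GFP cell wells as references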
MsrA inhibitor: inhibits bovine methionine sulfoxide reductase A; purified bovine MsrA, absorbance read-out; inhibition, % at 15.5 µM; 360,000 tested, 0.75% active; AID 651718; in the data active = inhibition above about 4.5%;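 also: 0% = vehicle wells with enzyme and 100% = reference inhibitor wells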
E coli Lon inh: inhibits E. coli Lon protease | P0A9M0 | purified E. coli Lon protease, fluorescence polarization | inhibition, % at 7.94 µM | 360,000 tested, 0.42% active | AID 602123; in the data active = inhibition above about 13%, passing the limit was not always enough;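 also: 0% = enzyme with probe and DMSO and 100% = no enzyme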
Target sequence (P0A9M0 whole entry, looked up): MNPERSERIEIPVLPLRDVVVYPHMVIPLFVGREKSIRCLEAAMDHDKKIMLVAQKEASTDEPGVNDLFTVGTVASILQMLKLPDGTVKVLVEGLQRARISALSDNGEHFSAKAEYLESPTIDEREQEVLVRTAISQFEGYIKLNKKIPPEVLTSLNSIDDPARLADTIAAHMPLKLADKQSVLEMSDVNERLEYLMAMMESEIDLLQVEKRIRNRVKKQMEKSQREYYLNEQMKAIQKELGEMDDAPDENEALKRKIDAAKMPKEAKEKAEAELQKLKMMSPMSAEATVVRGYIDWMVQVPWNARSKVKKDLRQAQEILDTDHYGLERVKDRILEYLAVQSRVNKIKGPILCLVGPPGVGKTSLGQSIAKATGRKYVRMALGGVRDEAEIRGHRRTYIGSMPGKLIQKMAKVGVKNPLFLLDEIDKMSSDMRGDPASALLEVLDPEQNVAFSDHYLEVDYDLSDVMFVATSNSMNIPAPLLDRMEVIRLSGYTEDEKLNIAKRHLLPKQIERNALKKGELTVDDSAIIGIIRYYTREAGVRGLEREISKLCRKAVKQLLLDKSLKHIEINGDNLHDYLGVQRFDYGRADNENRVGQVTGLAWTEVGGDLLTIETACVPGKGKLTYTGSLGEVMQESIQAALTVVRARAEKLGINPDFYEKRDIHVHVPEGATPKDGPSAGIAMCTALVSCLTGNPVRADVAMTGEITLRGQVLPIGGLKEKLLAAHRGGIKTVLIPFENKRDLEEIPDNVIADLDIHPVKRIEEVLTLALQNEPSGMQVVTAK
FAS TE block: FAS thioesterase (human) inhibition; recombinant FAS-TE, OMFH fluorogenic substrate, fluorescence endpoint; inhibition, % at 15 µM; 360,000 tested, 0.67% active; AID 602261;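 active = compounds whose normalised, plate-corrected inhibition of enzyme fluorescence in the single-dose primary screen is 50% or more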;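 also: 0% = DMSO with enzyme and 100% = substrate without enzyme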
Rin1-Abl PPI inh: inhibitors of human Rin1-Abl protein interaction; P00519+Q13671; TR-FRET Rin1/Abl binding, biochemical; inhibition, % at 7.35 µM; 360,000 tested, 0.4% active; in the data active = inhibition above about 5%, passing the limit was not always enough
NRP1-CendR mod: NRP-1/CendR interaction modulation. O14786. FAM-RPARPAR peptide binding to NRP-1, fluorescence polarization. inhibition, % at 25 µM. 360,000 tested, 0.85% active;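 active = inhibition or corrected inhibition above about 18%, plus a signal ratio from 0.5 to 1.5, limit read from the data, passing the limit was not always enough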; also: strong numbers were not always called active
Starred values were filed as active, the others as inactive; i = inactive; . = no result given.

Results follow in this order: bovine MsrA act	SKN-1 block	Neddylation inh	MT1-MMP act inh	MsrA inhibitor	E coli Lon inh	FAS TE block	Rin1-Abl PPI inh	NRP1-CendR mod
O=C(COC(=O)c1ccccc1O)Nc1ccc(S(=O)(=O)N2CCCCC2)cc1
 : -7.7	0.6	i	1.8	0.4	13.9	17.7	5.5	5.2
COCCCNS(=O)(=O)c1ccc2c(c1)OCCO2
 : -12.4	-18.7	i	1.1	-0.8	-3.7	-9.9	-1.2	-2.9
CC(=O)OC[C@H]1O[C@@H](n2ncc(=O)[nH]c2=O)[C@H](OC(C)=O)[C@@H]1OC(C)=O
 : -1.8	6.3	i	5.4	.	-5.0	-4.4	0.5	-0.5
Cc1ccccc1NS(=O)(=O)c1cc(C(=O)NCc2ccncc2)ccc1Cl
 : -1.4	8.1	i	1.3	-0.3	2.9	-2.0	5.5	8.4
O=C(COC(=O)CNC(=O)c1ccco1)NCCN1C(=O)CSC1=O
 : -15.3	-1.6	i	-2.8	2.1	2.4	-10.6	5.0*	2.4
COc1ccc(-n2nc3c(c2NC(=O)COc2ccccc2)CS(=O)(=O)C3)cc1
 : -3.7	6.8	i	-0.3	-0.8	2.0	-5.0	2.9	0.2
CCCCOC(=O)Nc1cc(C(=O)OC)ccc1C(=O)OC
 : -3.2	8.4	i	-6.0	.	-7.8	18.7	-2.2	0.1
O=C(O)CC(c1ccc(Cl)cc1)n1cccc1 (centres undefined)
 : -2.1	11.7	i	3.4	-0.5	-4.7	-6.9	0.5	-13.0
CCN(CC)C(=O)C1=C(C)N(CCC2=CCCCC2)C(=O)C(CC(=O)NCCc2ccccn2)C1 (centres undefined)
 : -1.0	-13.3	i	-1.1	-0.7	6.9	-6.4	-1.4	-6.5
COc1cccc(NC(=O)COC(=O)c2ccccc2SCC(=O)N2CCCC2)c1
 : -6.5	5.9	i	3.3	-1.0	6.8	-5.2	2.5	-7.3

Taken from the results shown (10 entries):
Results follow in this order: bovine MsrA act	SKN-1 block	Neddylation inh	MT1-MMP act inh	MsrA inhibitor	E coli Lon inh	FAS TE block	Rin1-Abl PPI inh	NRP1-CendR mod
O=C(COC(=O)c1ccccc1O)Nc1ccc(S(=O)(=O)N2CCCCC2)cc1
 : -7.7	0.6	i	1.8	0.4	13.9	17.7	5.5	5.2
COCCCNS(=O)(=O)c1ccc2c(c1)OCCO2
 : -12.4	-18.7	i	1.1	-0.8	-3.7	-9.9	-1.2	-2.9
CC(=O)OC[C@H]1O[C@@H](n2ncc(=O)[nH]c2=O)[C@H](OC(C)=O)[C@@H]1OC(C)=O
 : -1.8	6.3	i	5.4	.	-5.0	-4.4	0.5	-0.5
Cc1ccccc1NS(=O)(=O)c1cc(C(=O)NCc2ccncc2)ccc1Cl
 : -1.4	8.1	i	1.3	-0.3	2.9	-2.0	5.5	8.4
O=C(COC(=O)CNC(=O)c1ccco1)NCCN1C(=O)CSC1=O
 : -15.3	-1.6	i	-2.8	2.1	2.4	-10.6	5.0*	2.4
COc1ccc(-n2nc3c(c2NC(=O)COc2ccccc2)CS(=O)(=O)C3)cc1
 : -3.7	6.8	i	-0.3	-0.8	2.0	-5.0	2.9	0.2
CCCCOC(=O)Nc1cc(C(=O)OC)ccc1C(=O)OC
 : -3.2	8.4	i	-6.0	.	-7.8	18.7	-2.2	0.1
O=C(O)CC(c1ccc(Cl)cc1)n1cccc1 (centres undefined)
 : -2.1	11.7	i	3.4	-0.5	-4.7	-6.9	0.5	-13.0
CCN(CC)C(=O)C1=C(C)N(CCC2=CCCCC2)C(=O)C(CC(=O)NCCc2ccccn2)C1 (centres undefined)
 : -1.0	-13.3	i	-1.1	-0.7	6.9	-6.4	-1.4	-6.5
COc1cccc(NC(=O)COC(=O)c2ccccc2SCC(=O)N2CCCC2)c1
 : -6.5	5.9	i	3.3	-1.0	6.8	-5.2	2.5	-7.3

(more compounds)
Results follow in this order: bovine MsrA act	SKN-1 block	Neddylation inh	MT1-MMP act inh	MsrA inhibitor	E coli Lon inh	FAS TE block	Rin1-Abl PPI inh	NRP1-CendR mod
CC1CCCC(NC(=O)c2ccc(CNc3c(N4CCCC4)c(=O)c3=O)cc2)C1C (centres undefined)
 : -3.6	-16.0	i	-1.1	-0.6	-11.6	-2.3	-0.9	-7.8
Cc1c(F)cccc1NC(=O)CSCC(=O)Nc1ccccc1
 : -4.4	15.2	i	2.0	-0.5	-2.6	-9.2	-0.8	-3.5
COc1ccc(C2C(C(C)=O)=C(O)C(=O)N2c2nccs2)cc1OC (centres undefined)
 : -10.6	-6.8	i	3.3	1.9	-14.6	-5.8	2.0	-1.3
COc1cc(NC(=S)NCc2cccnc2)c(OC)cc1Cl
 : -8.3	-9.4	i	-1.9	-1.3	-7.3	-13.4	1.4	-0.1
Cc1nc2nc(N)nc(OCc3ccccc3)c2nc1C
 : -7.3	0.3	.	2.7	0.0	0.5	-0.8	-5.5	6.2
CCc1nc2ccc(C(=O)N3CCN(c4ccccc4)CC3)cn2c1N(CCC(C)C)CCN(C)C
 : -0.3	-10.7	i	-2.8	1.4	-7.8	-2.3	-3.1	1.4
COC(=O)C1=CN(Cc2cccs2)C=C(C(=O)OC)C1c1cccc(O)c1
 : -5.5	-4.8	.	-0.6	4.4	-2.4	4.0	0.4	2.4
COc1ccc2nc(CCN(C)C(=O)C3CCC(=O)N(Cc4cccc(F)c4)C3)[nH]c2c1 (centres undefined)
 : -3.4	-2.5	i	0.4	0.5	-1.5	-6.5	0.8	-12.4
Cc1cc(Cn2nc(C(=O)NCc3cccc(Br)c3)cc2-c2ccccc2)on1
 : -7.8	-1.4	i	11.3	1.4	-3.3	25.7	-0.6	-2.5
Cc1cccc(NC(=S)N2CCN(c3ccccc3)CC2)c1
 : -6.1	6.9	i	1.8	0.2	2.8	-0.1	-0.7	6.8
COc1ccc(/C=N/Nc2ccc(C(F)(F)F)cc2[N+](=O)[O-])cc1
 : -5.8	-1.7	i	4.5	-0.5	1.0	-3.9	1.4	10.3
CCCCC(=O)Nc1ccc(C(=O)NNC(=S)NC(=O)c2cccs2)cc1
 : -0.4	2.6	i	2.0	2.8	5.2	-2.6	-2.6	1.9
O=C(NC1CCCC1)C(c1ccncc1)N(C(=O)c1csnn1)c1cccc(Cl)c1 (centres undefined)
 : -3.1	18.4	i	0.0	-0.6	0.5	-4.9	-3.2	0.2
CCN(CC)C(=O)[C@H]1C[C@H](CC(=O)NCc2ccc(OC)c(OC)c2)C(=O)N2CCc3c([nH]c4cc(-c5ccco5)ccc34)[C@]12C
 : -0.3	20.6	.	-2.4	1.5	-10.7	-2.1	-0.7	-35.7
COc1ccccc1NS(=O)(=O)c1cc(NC(=O)C(C)NC(N)=O)ccc1N1CCCC1 (centres undefined)
 : -8.0	-0.4	i	6.8	-0.3	8.1	-4.7	3.1	-14.1
COc1ccc(Cl)cc1NC(=O)NCc1ccc2c(c1)OCO2
 : -0.7	-0.9	i	0.4	-1.2	-2.5	12.2	4.6	10.4
Cc1oc2cc(O)ccc2c(=O)c1-c1nncn1-c1ccccc1
 : -8.4	8.8	.	-20.5	0.7	34.2*	-18.9	-2.5	18.1
C/C(=N\NC(=O)c1sccc1C)c1ccncc1
 : -4.1	-9.5	i	-0.7	0.5	-3.3	-7.5	1.0	-3.5
COc1ccccc1CNC(=O)[C@H](C)NC(=O)C1CCN(C(=O)[C@@H](N)Cc2ccccc2)CC1
 : -4.7	16.5	i	-10.3	-0.5	-3.5	-6.8	0.0	-8.7
Cc1c(NC(=O)COC(=O)Cc2ccc(Cl)cc2)c(=O)n(-c2ccccc2)n1C
 : -0.5	-14.8	i	-0.9	2.5	-4.7	-1.5	-2.1	13.2
CCN(CC)S(=O)(=O)c1cc(C(=O)Oc2cccc(-c3cnc4ccccc4n3)c2)ccc1Br
 : 0.0	20.0	i	3.2	-0.7	-4.2	33.7	1.4	-7.4
O=C(c1ccc(F)cc1F)C1CCN(c2ccc([N+](=O)[O-])cn2)CC1
 : -2.6	-14.2	i	1.7	-0.4	-2.3	37.5	-5.0	-2.3
O=C1c2ccccc2C(Nc2ccc(F)c(Cl)c2)N1Cc1ccco1 (centres undefined)
 : -0.6	10.2	i	-3.0	0.8	0.8	16.4	-3.1	-17.2
COc1ccc(C(=O)n2nc(-c3ccccc3)nc2SC)cc1
 : -9.6	-4.3	i	13.1	-1.3	0.8	13.0	0.8	7.2
COc1ccc(NC(=O)CSc2c(C)n[nH]c2C)cc1
 : -9.0	0.0	i	4.1	-1.6	-2.0	-9.4	1.4	17.4
O=C(CNC(=O)Cc1ccccc1)NCC(=O)OCC(=O)c1ccccc1Cl
 : 1.1	3.2	i	-1.4	0.6	-7.4	-7.2	1.1	-8.0
NNc1nc2c(F)cc(F)cc2s1
 : -2.9	8.6	i	4.4	0.3	-13.4	-8.0	-1.4	-0.8
CCN(CC)CCn1c2c(c(SCC(=O)Nc3ccccc3Cl)nc1=O)CCC2
 : -5.5	-5.6	i	-4.3	0.3	1.6	-5.3	-3.1	-7.3
CSc1cccc(NC(=O)OC2CCCCCCCCCCC2)c1
 : -0.9	-4.1	i	1.0	-0.5	-5.0	26.0	1.2	6.7
C/C(=N\NC(=O)c1ccncc1)c1cccc(NC(=O)c2ccc(C(C)(C)C)cc2)c1
 : -1.4	3.9	i	8.9	1.3	-13.3	8.0	-0.8	-2.5
CCN(CC(=O)Nc1c(F)cccc1F)C(=O)CSc1ccccc1
 : 0.1	14.7	i	1.3	0.0	-2.3	-6.6	-0.1	-0.6
COc1cc(CCCN2CCNC[C@@H]2Cc2ccccc2)cc(OC)c1OC
 : -1.9	7.0	i	-4.6	-0.5	4.3	-6.5	1.4	3.2
COC(=O)c1ccc(C23CC4(C2)[C@H](CN(Cc2ccc(-c5ccccc5)cc2)[C@@H]4c2ccccc2)C3c2ccccc2)cc1 (some centres undefined)
 : -4.9	1.3	i	-3.8	-0.3	-14.4	27.4	2.5	-29.6
CCNC(=S)N(CCc1c(C)[nH]c2ccc(C)cc12)Cc1cccs1
 : -2.9	8.6	i	-3.2	-1.1	-1.7	20.3	3.5	1.1
Cc1cccc(C)c1NC(=O)c1ccc(-c2ccc(Cl)cc2Cl)o1
 : -0.6	-8.2	i	-24.5	0.1	-3.5	17.2	-2.5	-6.9
CCc1nc(SCC(=O)Nc2ccc(N(C)C)cc2)n[nH]1
 : -4.4	-3.1	i	1.4	0.1	-5.6	-7.2	-2.8	4.0
Oc1ccccc1-c1nnc(COc2ccccc2)o1
 : -2.8	-0.5	i	5.4	0.5	-0.1	8.9	1.0	2.2
ON1C(c2ccc(Cl)cc2Cl)N(O)[C@H]2CCCC[C@H]21 (some centres undefined)
 : -3.0	-8.9	i	1.7	-0.2	-9.7	-10.7	-1.2	-3.7
Cc1csc2c(=O)n3c(nc12)CCCCC3
 : 1.1	-1.2	i	0.5	-0.4	0.8	-4.3	0.3	9.3
COc1cccc(-c2nnc(SCC(=O)NC3CCS(=O)(=O)C3)n2C)c1 (centres undefined)
 : -0.1	4.7	i	-4.1	0.5	2.3	-8.3	-0.5	4.1
CCOC(=O)c1c(O)c2cc(Cl)ccc2n(CC)c1=O
 : -0.4	5.4	i	-1.0	-0.8	-13.1	-0.8	-3.0	-4.8
O=C(CSc1nnc(C2CC2)n1Cc1ccccc1)NCc1ccccc1
 : -0.6	-0.1	i	3.9	0.3	9.9	-6.2	-0.5	7.9
COCC(=O)Nc1cccc(Br)c1
 : 1.1	10.5	i	1.1	-1.3	8.1	-5.6	-1.4	15.6

Screening data (PubChem BioAssay)
